# From PubChem
# TrxR1 inh: rat TrxR1 inhibition | O89049 | recombinant rTrxR1, NADPH fluorescence consumption, selenite substrate | Potency, µM (titrated, usually from 114 µM), without a hit: at the highest dose activity change, negative = inhibition, usual class: inhibitors | hit rate 1% among 390,000 | AID 588453; note: % is set by controls: 0 for no effect and ±100 for the full control effect; nearly all actives have a fitted effect of over 65% in size
#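 Rat TrxR1 (90 nM in the dispensed reagent) was pre-reduced with 400 uM NADPH for 5 min at room temperature, then incubated with compound for 15 min. After 400 uM selenite was added, NADPH fluorescence (Ex 340/Em 450 nm) was followed for 8 min.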
# PGK inhibitor: inhibitors of T. brucei phosphoglycerate kinase. P07378. PGK/GAPDH coupled, Kinase-Glo luminescence, 60 min. Potency, µM (doses to about 57.5 µM), without a hit: at the top dose activity change, negative = inhibition, hits mostly inhibitors. hit rate 0.043% among 380,000. AID 602233; note: % is set by controls: 0 for no effect and ±100 for the full control effect; nearly all actives have a fitted effect of over 60% in size
# Target sequence (P07378 whole entry, looked up): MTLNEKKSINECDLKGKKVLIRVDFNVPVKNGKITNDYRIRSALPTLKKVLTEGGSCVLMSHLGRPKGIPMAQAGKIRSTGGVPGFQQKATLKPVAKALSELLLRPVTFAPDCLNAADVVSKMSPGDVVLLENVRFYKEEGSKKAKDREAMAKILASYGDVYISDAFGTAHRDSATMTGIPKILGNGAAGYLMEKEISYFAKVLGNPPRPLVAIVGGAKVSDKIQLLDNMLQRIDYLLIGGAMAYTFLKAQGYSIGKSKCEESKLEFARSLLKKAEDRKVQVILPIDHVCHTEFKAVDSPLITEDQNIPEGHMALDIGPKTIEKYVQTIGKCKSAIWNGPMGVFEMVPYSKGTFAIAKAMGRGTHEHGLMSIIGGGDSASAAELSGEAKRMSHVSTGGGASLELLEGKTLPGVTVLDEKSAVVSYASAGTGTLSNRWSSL
#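 Recombinant glycosomal PGK reaction used 1,3-bisphosphoglycerate generated in-well by GAPDH (100nM final) in 100mM TEA pH 7.6, 5mM MgCl2, 0.01% Tween-20. After 60 minutes at room temperature, ATP was read by Kinase-Glo Plus luminescence end-point.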
# GLS inhibitor: inhibitors of human glutaminase (GLS); GLS enzymatic activity, qHTS titration; Potency, µM (doses to about 45.5 µM), for inactives: at the highest dose activity change, negative = inhibition, most hits filed as inhibitors; hit rate 0.21% among 410,000; AID 624170; note: % is set by controls: 0 for no effect and ±100 for the full control effect
#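 Read-out is an Amplex red fluorescence increase coupled through glutamate oxidase and HRP, measured before and after 30 min room-temperature incubation. hKGA is in 45 mM KH2PO4 (pH 8.2) with 0.02% Tween-20; glutamine added as 1mM solution.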
# JMJD2A Tudor inh: blocks the human JMJD2A Tudor domain; O75164; AlphaScreen JMJD2A-Tudor / H3K4me3 peptide binding; Potency, µM (titrated, usually from 114 µM), for the others: at the highest dose activity change, negative = inhibition, usual class: inhibitors; hit rate 4.4% among 390,000; AID 504339; note: % is set by controls: 0 for no effect and ±100 for the full control effect; nearly all actives have a fitted effect of over 50% in size
# ERG-DNA inh: inhibitors of human ERG Ets domain-DNA interaction | fluorescence polarization, His-ERG Ets domain / labelled DNA | hit rate 0.028% among 370,000 | Potency, µM (highest dose often 76.9 µM), for the others: top-dose FP activity, negative = inhibition, hits mostly inhibitors | AID 624246; active = well fitted inhibition curve with a large enough effect in the polarisation, with a control signal flat; inconclusive = small, poorly fitted or top-dose-only effect, or effect the other way, or a change in a side signal; inactive = no such curve, though single readings can be large or run the other way; the % refers to the polarisation;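 note: polarization taken with two DNA probes labelled with fluorescein and Texas red; % of control where 0% means no effect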
#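 His-tagged ERG Ets domain (1 uM in the protein solution; 300mM KCl, 50mM Tris-HCl, 1mM EDTA, 1mM DTT, pH 7.5) received compound, then a probe mix of 5 nM fluorescein-DNA and 100nM Texas-615-DNA. Fluorescence polarization was read for both dyes.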
# Pin1 inh: inhibitors of human Pin1. AID 504891. hit rate 0.009% among 390,000. Q13526. Pin1 FP peptide displacement, HiFluor488, 10 min. Potency, µM (highest dose often 115 µM), for the others: top-dose activity, negative = inhibition, most hits filed as inhibitors; active = well fitted inhibition curve with a large enough effect in the polarisation, with a control signal flat, not every such curve was filed as active; inconclusive = small, poorly fitted or top-dose-only effect, or effect the other way, or a change in a side signal; inactive = no such curve, though single readings can be large or run the other way; the % refers to the polarisation; note: % is set by controls: 0 for no effect and ±100 for the full control effect
# Target sequence (Q13526 whole entry, looked up): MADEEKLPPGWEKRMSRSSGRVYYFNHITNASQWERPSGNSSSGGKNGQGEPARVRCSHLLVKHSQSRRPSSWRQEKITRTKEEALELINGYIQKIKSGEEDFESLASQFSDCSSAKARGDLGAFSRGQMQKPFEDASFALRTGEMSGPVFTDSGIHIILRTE
# 12-LOX inh: blocks human arachidonate 12S-lipoxygenase; P18054; purified 12hLO, xylenol orange hydroperoxide absorbance; Potency, µM (doses to about 108 µM), for inactives: top-dose activity change, negative = inhibition, usual class: inhibitors; hit rate 1.1% among 580,000; note: % is set by controls: 0 for no effect and ±100 for the full control effect
#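 Purified human 12hLO (150 nM final) in 25 mM Hepes, 0.01% Triton X-100, pH 7.0 was preincubated 15 min at room temperature with compound. Then 40 uM arachidonic acid was added, 30 min. Hydroperoxide was read by Fe-XO absorbance ratio 573/405 nm.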
# HP1b binding inh: blocks HP1-beta chromodomain binding to methylated histone tails. P83916. AID 540317. hit rate 0.56% among 390,000. Potency, µM (highest dose often 114 µM), without a hit: at the highest dose activity change, negative = inhibition, hits mostly inhibitors. AlphaScreen HP1-beta / biotin-H3K9me3 peptide binding; note: nearly all actives have a fitted effect of over 70% in size; inactives centre near 23
# Target sequence (P83916 whole entry, looked up): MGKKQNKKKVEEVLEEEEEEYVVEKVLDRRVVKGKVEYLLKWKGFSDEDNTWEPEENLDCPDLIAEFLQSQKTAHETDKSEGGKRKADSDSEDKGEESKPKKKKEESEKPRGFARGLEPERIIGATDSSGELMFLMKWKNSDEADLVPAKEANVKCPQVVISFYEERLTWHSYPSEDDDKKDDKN
#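 HP1-beta protein (50 nM final) preincubated 30 min at room temperature with biotinylated H3(1-18)K9me3 peptide (50 nM) in PBS pH 7.4, 0.01% Tween-20, then compound added for 30 min. AlphaScreen streptavidin donor/nickel chelate acceptor beads (10 ug/mL final), 30 min dark, luminescence read.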
# RGS4 inhibitor: blocks human RGS4-accelerated GTP hydrolysis; P49798; Transcreener GDP fluorescence polarization, RGS4-accelerated GTP hydrolysis; Potency, µM (titrated, usually from 114 µM), for inactives: at the top dose activity change, negative = inhibition, actives largely listed as inhibitors; hit rate 0.039% among 390,000; AID 504845; note: % is set by controls: 0 for no effect and ±100 for the full control effect; nearly all actives have a fitted effect of over 75% in size; some results filed as inactive show a strong effect at the top dose
# Target sequence (P49798 whole entry, looked up): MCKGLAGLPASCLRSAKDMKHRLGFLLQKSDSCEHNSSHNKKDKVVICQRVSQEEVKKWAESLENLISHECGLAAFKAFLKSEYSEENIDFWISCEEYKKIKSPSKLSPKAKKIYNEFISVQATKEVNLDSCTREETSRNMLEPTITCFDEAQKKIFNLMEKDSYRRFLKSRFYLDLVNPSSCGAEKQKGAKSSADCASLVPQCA
#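 MLSMR compounds (23 nl, pin-transferred) preincubated 10 min at room temperature with a 500nM (2x) first reagent, then RGS4 at 900nM (2x) plus Transcreener GDP mix added; fluorescence polarization (620/688 nm) read before and after 90 min at 30 °C.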
# * hit, by the source's call; i = inactive; ? = inconclusive; · = no result given; & = joins results of further samples; [ ] = another dose, or the depositor's remark. Unless noted, calls come from the whole dose curve; as a rule, active = well fitted curve in the direction sought with a large enough effect; inconclusive = small, poorly fitted or top-dose-only effect, or another doubt; inactive = no such curve, though single readings can be large; an effect the other way counts as inactive or inconclusive. Potency is the fitted concentration of half-maximal effect.
SMILES,TrxR1 inh,PGK inhibitor,GLS inhibitor,JMJD2A Tudor inh,ERG-DNA inh,Pin1 inh,12-LOX inh,HP1b binding inh,RGS4 inhibitor
Cc1ccc(CN2CCC(CNC(=O)Nc3ccccc3F)CC2)cc1,6.6%&24.1%,4.6%,4.8%&4.8%,-12.0%&-10.7%,-1.7%&3.3%,2.5%&-17.9%,183.5%&0.0%[activator],18.4%&68.2%,31.2%&-1.1%
COc1cccc(C=Nc2cc(C)on2)c1O,-6.6%,9.6%,49.5%[activator],-11.5%[57.1 µM],1.7%,-1.9%,-3.8%,58.7%[activator],-33.0%[56.9 µM]
O=C(CCl)N(c1ccccc1)C1CCS(=O)(=O)C1 (stereo unspecified),?,-0.6%,7.5%,-7.9%,-1.1%,?,5.4%,30.7%,6.7%
COc1cc(C2C(C#N)=C(N)Oc3c2ccc2ccccc32)ccc1OCC(=O)Nc1ccc(C)cc1 (stereo unspecified),-12.0%,-8.8%,-5.9%,-18.2%,-2.7%,27.4%,-6.5%,3.9%,-34.5%
O=C(c1cc(-c2ccco2)on1)N1CCOCC1,-16.0%,1.3%,6.8%,-12.7%,-2.1%,0.3%,5.6%,17.2%,20.5%
COC(=O)Nc1nnc(-c2ccccc2Cl)s1,14.4%[57.1 µM],i,6.3%,-15.1%,-6.4%,5.0%,0.0%,5.5%,-0.2%
CCOCCOC(=O)C(C)Oc1ccc(Oc2nc(Cl)ccc2Cl)cc1 (stereo unspecified),19.0%,-7.9%,-8.2%,114.8%[activator],-2.5%,0.0%,-12.1%,165.6%[activator],-1.9%
CC(C)OCCCNC(=O)NC(=O)c1ccc(Cl)cc1,15.4%[57.1 µM],-5.9%,-18.0%,-3.6%,-9.4%,3.5%,3.6%,30.9%,-1.3%
COc1ccc(N2CCN(CCNS(=O)(=O)c3ccc(C)cc3)CC2)cc1,14.1%,-0.3%,36.6%[activator],-32.4%,2.6%,-2.7%,-29.7%,-28.9%,15.3%
COC(=O)c1cc(NC(=O)C2COc3ccccc3O2)ccc1Cl (stereo unspecified),9.0%,i,1.2%,9.0%,-10.1%,1.3%,-25.0%,39.0%[activator],-12.0%

# Single records (already shown):
# CC(C)OCCCNC(=O)NC(=O)c1ccc(Cl)cc1 across the screens: TrxR1 inh = 15.4%[57.1 µM]; PGK inhibitor = -5.9%; GLS inhibitor = -18.0%; JMJD2A Tudor inh = -3.6%; ERG-DNA inh = -9.4%; Pin1 inh = 3.5%; 12-LOX inh = 3.6%; HP1b binding inh = 30.9%; RGS4 inhibitor = -1.3%
# COC(=O)c1cc(NC(=O)C2COc3ccccc3O2)ccc1Cl (stereo unspecified) across the screens: TrxR1 inh = 9.0%; PGK inhibitor = i; GLS inhibitor = 1.2%; JMJD2A Tudor inh = 9.0%; ERG-DNA inh = -10.1%; Pin1 inh = 1.3%; 12-LOX inh = -25.0%; HP1b binding inh = 39.0%[activator]; RGS4 inhibitor = -12.0%

# More compounds
SMILES,TrxR1 inh,PGK inhibitor,GLS inhibitor,JMJD2A Tudor inh,ERG-DNA inh,Pin1 inh,12-LOX inh,HP1b binding inh,RGS4 inhibitor
COc1ccc(OC)c(NC(=O)CN(Cc2ccccc2)S(C)(=O)=O)c1,26.6%,-1.4%,2.8%,-21.9%,-6.7%,1.5%,407.2%[activator],39.8%[activator],11.7%
COC(=O)CNC(c1ccccc1)c1cc(Br)ccc1NC(=O)c1cc(OC)c(OC)c(OC)c1 (stereo unspecified),21.8%,·,-0.6%,-23.5%,-7.7%,8.2%,-9.1%,29.8%,2.8%
Cn1c(=O)oc2cc(S(=O)(=O)CCC(=O)NCCc3ccc(Cl)cc3)ccc21,4.8%,i,-4.1%,4.9%,-3.1%,-2.5%,-3.7%,33.9%,6.7%
OCCNC1=NCCN1,0.1%[57.1 µM],-1.1%,8.5%,0.8%,10.2%,-9.1%,?,17.4%,28.3%
COc1ccc(-c2cc(C(=O)N3CC(C)CC(C)C3)c3ccccc3n2)cc1OC (stereo unspecified),-3.2%,-7.7%,-11.7%,4.8%,-7.3%,-3.9%,-11.0%,?,-10.3%
CC1CCc2c(sc(NC(=O)c3cccn3C)c2C(N)=O)C1 (stereo unspecified),-0.4%[2.29 µM],-6.3%,-15.7%,-35.9%,1.3%,13.9%,-7.8%,9.2%[57 µM],-21.7%
O=C(CN1CCN(c2ccc(Cl)cc2)CC1)Nc1ccc(F)cc1,-25.7%[57.1 µM],-0.5%,21.2%,-19.3%,-6.0%,8.7%,-22.9%,30.7%,15.7%
CC(C)(C)C(=O)Nc1ccc(-c2nc3ccccc3c(=O)o2)cc1,18.3%,-0.4%,-1.3%,-5.6%,0.3%,-7.5%,11.7%,34.8%,18.9%
CC(C)COc1cccc(C(=O)Nc2ccc(S(=O)(=O)N3CCOCC3)cc2)c1,17.7%,-7.0%,-3.4%,-16.2%,·,3.5%,2.6%,12.4%,3.9%
CN(CC(=O)Nc1c(Cl)cccc1Cl)C(=O)c1cc2ccccc2cc1O,12.2%[57.1 µM],2.3%,5.6%,-8.9%,4.8%,-1.2%,-17.4%,2.9%,-8.3%
COc1ccc2nnc(-c3ccc(C(F)(F)F)cc3)n2n1,31.7%,-7.9%,-2.9%,-6.6%,-3.3%,1.0%,77.2%[activator],43.1%[activator],3.2%
C=CCc1ccccc1OCC(O)CN1CCN(c2ccccc2OC)CC1 (stereo unspecified),6.2%[57.1 µM],-6.5%,41.8%&14.2%[activator],-23.3%,0.9%,1.6%,?,7.4%,4.2%
Cc1ccc(C)c(C(=O)NC(C)c2ccc(-n3ccnc3)cc2)c1 (stereo unspecified),-7.2%,-9.8%,-1.2%,-11.7%,3.9%,-4.6%,·,17.5%,-18.5%
Nc1nc2c(Cl)cc(Cl)cc2s1,15.4%,-3.9%,-14.9%,-4.1%,-10.6%,-6.0%,1.4%,31.3%,-47.4%
CCOC(=O)c1c(N)sc(N)c1C(=O)OCC,-11.2%,i,30.3%[activator],?,-8.5%,3.0%,50.1µM*,8.91µM*,?
NS(=O)(=O)c1ccc(NC(=O)CCCCCN2C(=O)c3ccccc3C2=O)cc1,4.0%[57.1 µM],-8.7%,-8.4%,-4.1%,2.9%,1.5%,4.2%,22.8%,0.3%
COC(=O)/C(C#N)=C\c1c(OC)[nH]c2ccccc12,6.6%,1.7%,10.3%,-7.6%,16.2%,-2.3%,?,21.3%,-9.6%
Cc1ccc2c(=O)cc(C(=O)Nc3sc4c(c3C(N)=O)CCCC4)oc2c1,25.9%,-8.9%,-0.7%,-13.9%,2.7%,5.2%,-7.3%,25.9%,19.7%
COc1ccc(-c2nn(CCC#N)cc2C(=O)Nc2cccc(C(=O)O)c2)cc1OC,24.0%,-9.0%,1.5%,-3.6%,-1.7%,0.0%,18.1%,25.0%,10.0%
CC1CCN(S(=O)(=O)c2ccc(NC(=O)c3ccncc3)cc2)CC1,2.5%,6.1%,-0.6%,-2.7%,7.9%,-0.2%,0.0%,20.3%,-6.7%
COc1ccc(NC(=O)c2cc3c(s2)CCC3)cc1S(=O)(=O)N1CCOCC1,-2.7%,-1.8%,21.3%,-19.6%,-3.3%,?,44.6%[activator],14.1%,20.5%
Cc1c(C(=O)NCc2cccs2)oc2ccc(S(=O)(=O)N3CCOCC3)cc12,16.6%,-1.9%,?,-13.2%,7.4%,4.0%,0.0%,13.0%,-5.3%
NC(=O)c1ccc(NC(=O)COC(=O)CCC(=O)c2ccc(Cl)cc2)cc1,18.9%,·,0.3%,?,3.4%,6.8%,-19.1%,8.0%,-40.4%
O=C(CCn1c(=S)[nH]c2ccccc2c1=O)NCC1CCCO1 (stereo unspecified),-5.8%,-3.4%,3.1%,50.1µM*,0.0%,-13.8%,?,41.4%[activator],-27.1%
CCC(CCC(=O)NNC(=O)Cc1ccc([N+](=O)[O-])cc1)C(=O)O (stereo unspecified),-2.9%,-7.5%,7.4%,1.3%,1.1%,-2.6%,0.0%,18.9%[57 µM],5.6%
Cc1ccc(C(C)C)c(OCc2ccc(-c3nnco3)cc2)c1,23.4%[57.1 µM],-6.0%,-3.8%,22.6%,-3.9%,?,282.2%[activator],68.5%[activator],32.8%
Cc1ccc(C(=O)N(c2c(C)n(C)n(-c3ccccc3)c2=O)C(C)C)cc1,11.8%,-7.9%,0.5%,-2.9%,·,1.0%,20.3%,18.3%,17.6%
O=C(Nc1ccccc1F)c1cnc(N2CCCCC2)c2ccccc12,-5.0%[57.1 µM],1.0%,-5.3%,39.0%[activator],4.1%,?,-26.4%,42.7%[activator][57 µM],-30.4%
O=C(NCCN1C(=O)S/C(=C\c2ccccc2Cl)C1=O)C1=COCCO1,-10.4%,-7.3%,-7.5%,-4.1%,-6.6%,-8.7%,0.4%,23.5%,-28.5%
O=S1(=O)N=C2CCCCCN2C(c2ccc(Br)cc2)N1 (stereo unspecified),-0.1%,-3.3%,13.8%,-7.6%,-19.1%,7.9%,25.4%,18.5%,23.6%

# This is a subset; count on the stated rates, not on these rows.
